Bioassay records: PubChem, several laboratories
RBBP9 inhibitor: blocks human serine hydrolase RBBP9; O75884; recombinant RBBP9, FP-Rh probe fluorescence polarization; inhibition, % at 7.94 µM; 0.2% of 220,000 active; AID 1515;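 active = inhibition above the campaign mean of all tested compounds plus 3 SD, cut at about 14% in these data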;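 also: plate controls were DMSO wells with RBBP9 for no effect and wells lacking RBBP9 protein for full effect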
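Assay system: recombinant human RBBP9; Reagent: Serine-hydrolase probe FP-Rh, 375 nM pre-mixing; Doses: 7.94 µM single dose, 0.794% DMSO; Incubation: 30 min then 45 min, 25 °C; Detection: fluorescence polarization (mP), excitation 525 nm, emission 598 nm; Evaluation: percent inhibition from mP, scaled between DMSO and no-protein wells.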
EP2 antag: EP2 receptor (human) inhibition; C6 glioma cells expressing human EP2, cAMP TR-FRET; cells stimulated with saturating PGE2; inhibition, % at 25 µM; 0.52% of 260,000 active;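 active = percent inhibition above 40 after rounding to a whole number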;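 also: rat C6 glioma host cells with rolipram phosphodiesterase inhibitor present; the protocol text gives 20 µM as final concentration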
Target sequence (P43116 whole entry, looked up): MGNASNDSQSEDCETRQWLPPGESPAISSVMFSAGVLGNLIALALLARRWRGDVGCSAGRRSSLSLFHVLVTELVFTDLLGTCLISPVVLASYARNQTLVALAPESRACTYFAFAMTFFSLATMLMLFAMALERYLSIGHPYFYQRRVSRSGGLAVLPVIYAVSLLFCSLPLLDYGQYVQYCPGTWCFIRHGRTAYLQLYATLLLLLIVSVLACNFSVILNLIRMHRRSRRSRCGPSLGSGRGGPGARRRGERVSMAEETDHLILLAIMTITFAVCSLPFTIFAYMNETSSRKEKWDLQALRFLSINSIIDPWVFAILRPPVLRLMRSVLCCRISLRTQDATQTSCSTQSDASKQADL
Runt-SMMHC FRET: inhibitors of human RUNX1 Runt domain binding to CBFb-SMMHC | Q01196+Q13951 | Cerulean-Runt/Venus-CBFb-SMMHC FRET ratio 530/480, 1 h | inhibition, % at 20 µM | 0.74% of 220,000 active;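 active = mean inhibition across duplicate retests at 20 µM reaching about 50%, limit read from the data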;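 also: 0% = DMSO wells and 100% = wells with excess untagged CBFb-SMMHC; inhibitors lower the FRET ratio by blocking Runt binding to CBFb-SMMHC; some results filed as inactive read as strong as hits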
Target sequence (Q01196 whole entry, looked up, the tested form may be a part): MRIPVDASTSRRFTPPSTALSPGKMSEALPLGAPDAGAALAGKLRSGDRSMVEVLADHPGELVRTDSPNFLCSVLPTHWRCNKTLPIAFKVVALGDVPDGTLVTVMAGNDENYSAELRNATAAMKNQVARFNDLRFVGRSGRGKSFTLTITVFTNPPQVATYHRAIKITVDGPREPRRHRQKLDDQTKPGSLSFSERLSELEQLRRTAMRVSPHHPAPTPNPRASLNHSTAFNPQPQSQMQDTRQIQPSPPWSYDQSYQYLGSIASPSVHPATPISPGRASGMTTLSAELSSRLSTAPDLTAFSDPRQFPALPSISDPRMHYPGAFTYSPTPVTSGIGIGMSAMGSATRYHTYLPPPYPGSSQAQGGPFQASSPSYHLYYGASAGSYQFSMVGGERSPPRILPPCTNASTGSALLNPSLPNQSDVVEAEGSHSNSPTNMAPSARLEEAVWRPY
Target sequence (Q13951 whole entry, looked up, the tested form may be a part): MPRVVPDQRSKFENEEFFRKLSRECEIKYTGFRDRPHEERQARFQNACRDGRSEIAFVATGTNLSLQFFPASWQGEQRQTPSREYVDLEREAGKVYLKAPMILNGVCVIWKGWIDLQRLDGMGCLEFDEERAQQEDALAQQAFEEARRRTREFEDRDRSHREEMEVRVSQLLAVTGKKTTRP
Runt-CBFb FRET: blocks binding of human RUNX1 Runt domain to CBFb | inhibition, % at 20 µM | Q01196+Q13951 | 0.46% of 220,000 active | Cerulean-Runt/Venus-CBFb FRET ratio 530/480, 1 h;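 active = inhibition over about 50% at 20 µM in the single-dose screen, limit read from the data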;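 also: 0% = DMSO wells and 100% = excess unlabeled CBFb competitor control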
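Schedule: protein complex preformed 1 h, compound exposure 1 h, room temperature, dark; test system: Cerulean-labeled Runt domain protein; amount: 100 nM per protein; buffer or medium: Tris 50 mM pH 7.5, KCl, K2SO4, 0.01% BSA; read-out: loss of energy transfer signal; detection: FRET fluorescence; controls: 5 µM unlabeled CBFb as full-inhibition high control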
Hck-Nef inh: blocks Nef-activated human Hck kinase; P08631; Recombinant Hck-YEEI plus Nef, Z-Lyte FRET kinase assay; inhibition, % at 20 µM; 0.68% of 220,000 active; AID 463187;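 active = Hck-Nef kinase inhibition above about 50%, limit read from the data; inactive = inhibition below that limit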;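 also: 0% = DMSO with Hck plus Nef and 100% = Hck alone without Nef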
EP2 modulator: modulators of human EP2 prostaglandin E2 receptor; EP2-expressing cells, cAMP HTRF FRET, PGE2 co-stimulation; P43116; 0.83% of 260,000 active; AID 940; induction, % at 25 µM;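 active = compounds whose cAMP rise, as percent of the full-agonist control response, exceeds 60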;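 also: rat C6 glioma line stably carrying human EP2 under a CMV promoter; the protocol text gives 20 µM as final concentration; 100% = response of wells given 1 µM PGE2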
PERK inh: inhibitors of human PERK kinase. 0.17% of 220,000 active. inhibition, % at 5.6 µM. AID 1416. CHO PERK-DD fusion, SEAP luminescence translation reporter;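 active = inhibition above the mean inhibition of all tested compounds plus 3 SD, set separately per screening campaign, cut at about 2.9% in these data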;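 also: PERK kinase domain activated by AP20187 dimerizer at 100 nM; 0% = DMSO with dimerizer and 100% = rapamycin at 8.4 µM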
L929 necroptosis: blocks zVAD induced death of L929 cells; L929 zVAD necroptosis rescue, ATP luminescence, 24 h; with zVAD 60 µM; 0.38% of 220,000 active; viability rescue, % at 10 µM;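 active = activation, scaled between plate controls, above about 75%, limit read from the data; inactive = activation under that limit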;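 also: 0% = zVAD with DMSO and 100% = DMSO alone without zVAD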
TNF necrop inh: blocks TNF-alpha induced death of Jurkat FADD-/- cells | activation (protection from cell death), % at 10 µM | Jurkat FADD-/- TNF necroptosis rescue, ATP luminescence, 24 h; 0 = TNF only, 100 = no-TNF cells | 0.068% of 220,000 active;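 active = activation, meaning protection from cell death, of at least 50% relative to plate controls; inactive = activation below 50%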;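 also: necroptosis triggered by 40 ng/mL TNF-alpha added together with compound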
The depositor's hits bear a star; · = not tested or not shown. An excerpt; count on the stated rates, not on these rows.

SMILES | RBBP9 inhibitor | EP2 antag | Runt-SMMHC FRET | Runt-CBFb FRET | Hck-Nef inh | EP2 modulator | PERK inh | L929 necroptosis | TNF necrop inh
COC(=O)CCc1nc2ccccc2[nH]c1=O | -4 | 5 | 2 | -2 | -1 | 12 | -0.5 | -0.2 | -1.2
COc1ccc(OCC(=O)Nc2ccc(Cl)cc2)cc1 | -11 | 13 | -5 | 1 | 19 | -16 | 0.8 | 6.8 | 0.5
O=C(NCC(c1cccs1)N1CCOCC1)c1cc([N+](=O)[O-])cc([N+](=O)[O-])c1 (stereo not drawn) | -3 | 9 | 3 | 3 | -1 | -12 | 0.3 | -0.1 | 0.0
O=C(COc1ccc(Cl)cc1Cl)NN=C1c2ccccc2-c2ccccc21 | -2 | 4 | -6 | -3 | 2 | 6 | 1.2 | 0.2 | 1.1
CCOc1cccc(OCCOc2ccccc2[N+](=O)[O-])c1 | -8 | 14 | 1 | · | 1 | 8 | -0.2 | -0.3 | -4.1
O=C(c1ccccc1S(=O)(=O)NCc1ccccc1)N1CCCCC1 | · | 11 | 0 | 2 | 1 | 6 | · | 0.3 | 0.3
COCc1cc(C)nc(N2CCCCC2)c1C#N | 10 | 4 | 4 | -2 | 7 | 33 | 0.9 | 0.7 | -0.8
Cc1nn2c(N)csc2nc1=O | -3 | 12 | -2 | 0 | 1 | -1 | 1.2 | 0.6 | 0.2
O=C(c1ccccc1)c1ccc(O)cc1O | -9 | 5 | -58 | -16 | -2 | -1 | 0.3 | 1.0 | -1.0
CCOC(=O)c1sc(NC(=O)CCCn2nc([N+](=O)[O-])cc2C)c(C(=O)OCC)c1C | -1 | 4 | -2 | -5 | 3 | 33 | 0.1 | · | 1.6
O=S(=O)(NCC(c1cccnc1)N1CCOCC1)c1ccc(Cl)cc1 (stereo not drawn) | -7 | 11 | -3 | -1 | 9 | 13 | 1.5 | -0.2 | 0.0
CCOc1ccccc1CN(Cc1ccco1)S(=O)(=O)c1ccc(-n2cnnn2)c(OC)c1 | -7 | 10 | 1 | 0 | 0 | 17 | -1.2 | 0.1 | -5.9
CN1CCN(C(=O)c2ccc(-n3cccc3)cc2)CC1 | -7 | 9 | 4 | 1 | 1 | 14 | 1.6 | 0.0 | -2.5
CC1CCCCC1NC(=O)COC(=O)/C=C/c1ccc2c(c1)OCO2 (stereo not drawn) | -6 | 11 | -2 | -1 | -1 | -60 | 0.8 | 2.2 | 1.4
CCN1C(=O)/C(=C2\C=Cc3ccccc3N2CC)SC1=S | -7 | 0 | -10 | -8 | 1 | 26 | 1.1 | -0.1 | -7.6
COc1ccc(NC2=Nc3ccccc3N3C2=Nc2c(c(C)nn2-c2ccc(C)cc2)C3c2cccnc2)cc1 (stereo not drawn) | -2 | 8 | -142 | -140 | -2 | 8 | -0.7 | 0.1 | -1.7
Cc1cccc(NC(=O)NNC(=O)c2ccc(C)c([N+](=O)[O-])c2)c1 | -4 | -1 | -1 | 0 | 18 | -17 | 0.2 | 28 | 1.2
COc1ccc(C)cc1NC(=O)CSc1nc(SC)ns1 | 6 | 7 | -4 | 0 | 3 | -6 | 0.5 | -0.2 | -1.3
CC(=O)Nc1nc(-c2ccc([N+](=O)[O-])cc2)cs1 | -8 | 6 | -1 | 0 | -3 | -11 | 0.4 | 0.7 | -0.7
COC(=O)c1cccc(NC(=O)/C=C/c2ccc([N+](=O)[O-])cc2)c1 | -5 | 28 | -3 | 1 | 4 | -42 | 0.2 | -0.1 | -0.1
O=C(NNc1c(Cl)cc(Cl)cc1Cl)c1n[nH]c(=O)c2ccccc12 | 3 | 9 | -1 | -1 | -4 | 22 | 1.4 | -0.6 | -2.2
O=C1CSC(c2ccccn2)N1c1ccccc1F (stereo not drawn) | -7 | 2 | 0 | 0 | 4 | 5 | 0.4 | -0.3 | -0.2
CCCCNC(=O)COC(=O)c1cc2c(C)nn(-c3ccccc3)c2s1 | -3 | 7 | 1 | 0 | 7 | 33 | 0.9 | 4.2 | 2.0
COc1ccc(NS(=O)(=O)c2cc(NC(=O)/C=C/c3cccs3)ccc2N2CCOCC2)cc1 | -2 | 9 | -1 | -2 | 5 | -11 | -0.2 | 7.8 | 5.7
O=C(O)CCC(=O)NC1CCCCC1 | -4 | 7 | -1 | 2 | 0 | 3 | -0.4 | 0.8 | 0.9
CCn1cc(C(=O)NC(C)C23CC4CC(CC(C4)C2)C3)cn1 (stereo not drawn) | -5 | 4 | 11 | -3 | 2 | 1 | 0.5 | 1.9 | 1.0
O=C1OCCC1Sc1nnc(-c2ccc(Cl)cc2Cl)o1 (stereo not drawn) | 5 | 12 | 0 | -2 | 12 | 5 | -1.1 | 0.0 | 0.9
O=C1NC(=O)/C(=C\c2ccc(OCc3cccc([N+](=O)[O-])c3)cc2)N1 | -8 | 5 | 5 | 0 | 29 | -31 | 0.4 | 0.8 | 0.7
Cc1ccccc1CSc1ncnc2ccccc12 | 2 | 13 | -5 | -4 | -5 | 62* | 1.4 | 0.6 | -0.6
Cc1cc(C)n2c(SCc3nnc(-c4cccs4)o3)nnc2n1 | 4 | 10 | -7 | 1 | -8 | -7 | -0.4 | 1.1 | 0.9

Filtered by structure: the compounds so far containing an NH in an aromatic ring (2)
SMILES | RBBP9 inhibitor | EP2 antag | Runt-SMMHC FRET | Runt-CBFb FRET | Hck-Nef inh | EP2 modulator | PERK inh | L929 necroptosis | TNF necrop inh
COC(=O)CCc1nc2ccccc2[nH]c1=O | -4 | 5 | 2 | -2 | -1 | 12 | -0.5 | -0.2 | -1.2
O=C(NNc1c(Cl)cc(Cl)cc1Cl)c1n[nH]c(=O)c2ccccc12 | 3 | 9 | -1 | -1 | -4 | 22 | 1.4 | -0.6 | -2.2

The list continues:
SMILES | RBBP9 inhibitor | EP2 antag | Runt-SMMHC FRET | Runt-CBFb FRET | Hck-Nef inh | EP2 modulator | PERK inh | L929 necroptosis | TNF necrop inh
COc1ccc(S(=O)(=O)N2CCC(C(=O)NCCC3=CCCCC3)CC2)cc1C | -13 | 6 | 0 | 0 | -12 | -9 | -1.0 | -0.4 | -3.7
CC1(C)CC(=O)C2=C(C1)NCN(Cc1ccc3c(c1)OCO3)C2 | -4 | 8 | -2 | -1 | 11 | -3 | 0.5 | -0.4 | -0.1
CCn1c(SCC(=O)Nc2cc(C)on2)nnc1-c1ccncc1 | -7 | 4 | 0 | -1 | 0 | 31 | 0.3 | 0.0 | -2.7
CC1CC(=O)c2c(cc3c(-c4c(O)cc(O)c5c(O)c6c(cc45)OC(C)CC6=O)c(O)cc(O)c3c2O)O1 (stereo not drawn) | 26* | 77* | -117 | 1 | 22 | -17 | 1.6 | -0.5 | -11
CC(=O)N1CCN(C(=S)NC(=O)c2c(-c3ccccc3Cl)noc2C)CC1 | -4 | 10 | -4 | 2 | 20 | 21 | -0.2 | 0.8 | 0.4
Cc1ccc(OCC(O)Cn2c(=N)n(CCN3CCOCC3)c3ccccc32)cc1 (stereo not drawn) | -7 | 14 | 2 | -1 | 1 | -20 | 0.7 | -0.1 | -2.9
C=CCNc1nc(-c2sc(NC(=O)CC)nc2C)cs1 | -6 | 17 | 7 | 2 | 0 | -2 | -0.3 | 65 | -3.8
CCCCSc1nnc2c(n1)OC(C(=O)c1ccccc1)Nc1ccccc1-2 (stereo not drawn) | -2 | · | -5 | -4 | 0 | -40 | -0.5 | 0.5 | -1.4
CCNC(=O)CC1SC(=Nc2cccc(Cl)c2C)N(C)C1=O (stereo not drawn) | -8 | 4 | -4 | -2 | -1 | 4 | 0.2 | 0.7 | -0.7
COc1cc2c(cc1OC)C(c1cccc(C)c1)CC(=O)N2 (stereo not drawn) | -6 | 3 | -2 | 4 | 28 | 11 | 0.0 | -0.6 | -1.2
CC(=O)Nc1ccc(NC(=O)CSc2ccc3nnc(CCNC(=O)c4ccccc4)n3n2)cc1 | -11 | 7 | -4 | -2 | 22 | 29 | 1.8 | 3.7 | 0.1
COc1ccc(C(=O)C[n+]2ccc3c(c2)nc(-c2ccc(OC)cc2OC)n3C)cc1 | 2 | 14 | 1 | · | 0 | -10 | -1.1 | -0.4 | -9.7
C#CC(CC)(CC)NC(=O)/C=C/C(=O)O | 12 | 16 | -9 | 1 | -1 | 4 | 1.2 | 0.1 | 0.8
O=c1c2c(-c3ccc(Cl)cc3)csc2nc2n1CCC2 | -7 | 6 | -2 | 0 | 1 | 15 | -1.4 | -0.4 | -2.7
O=C(c1ccccc1)N1CCN(c2nc3ccc([N+](=O)[O-])cc3s2)CC1 | 0 | 7 | -10 | -2 | 7 | -51 | 1.7 | -0.6 | -5.0
COC(=O)c1[nH]c2cc(OC)ccc2c1NC(=O)CCN1CCSCC1 | -13 | 9 | -4 | 0 | -1 | -8 | 0.5 | 0.5 | -0.4
O=C(N1CCOCC1)N1CCN(c2ccccc2)CC1 | -7 | 13 | 1 | 1 | 0 | 4 | 0.5 | 0.0 | -1.8
CC(C)=CCC(C)(C)CNC(=O)NC1CCCCC1 | 1 | 10 | -8 | -4 | -2 | -21 | 1.7 | 0.0 | -1.0
COCCn1c(SCc2cc(C(C)=O)ccc2OC)nc2cc(Cl)ccc2c1=O | -8 | 7 | 1 | -15 | 0 | 58 | -1.0 | · | 3.0
CCCc1cc(=O)oc2cc(C)cc(OC(=O)c3ccco3)c12 | -5 | 18 | -13 | -4 | 0 | 44 | 1.1 | 0.5 | -0.6
CCCCOc1ccc(CSc2nnc(C)n2N)cc1[N+](=O)[O-] | 1 | 8 | -6 | 0 | 1 | 9 | 1.2 | 0.0 | -0.6
CCN(CC)CC(C)OC(=O)c1ccccc1Cl (stereo not drawn) | -13 | 3 | -2 | 0 | -1 | 29 | -1.2 | -0.7 | -0.1
O=C(CC1C(=O)N(c2ccccc2)C(=S)N1c1ccccc1)c1ccc(Br)cc1 (stereo not drawn) | -9 | 4 | 3 | 2 | 2 | 16 | -0.3 | 1.0 | 5.0
COc1c(C)cc(C(=O)C2CCCN(C(=O)c3cc(C)nc(C)n3)C2)cc1C (stereo not drawn) | -8 | 13 | · | · | 18 | 13 | 0.2 | 3.3 | -0.1
CCOC(=O)C1(Cc2ccc(OC)cc2)CCN(C(=O)C2CC(=O)N(C3CC3)C2)CC1 (stereo not drawn) | -10 | 12 | 2 | 1 | 7 | 0 | -1.4 | -0.3 | -0.7
CCN1CCN(C(=O)c2ccc3c(=O)n(CCC4=CCCCC4)c(=O)[nH]c3c2)CC1 | 8 | 6 | 0 | -2 | 2 | -18 | -0.3 | 1.8 | 0.5
CCc1ccc(NC(=O)c2ccc3nc(N)sc3c2)cc1 | -2 | 30 | -5 | 1 | -1 | -10 | 0.1 | 3.4 | -1.9
O=c1c2ccccc2sn1-c1ccccc1 | 51* | 118* | 57* | 32 | 96* | -35 | 0.2 | 0.3 | -10
